Assay outcomes from PubChem.
mcGAS RapidFire = mouse cGAS inhibition by mass spec; Q8C6L5; recombinant mouse cGAS, cGAMP by RapidFire MS; inhibition, % at 12.5 µM; 130,000 tested, 0.18% active;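 active = inhibition of cGAS enzyme activity at or above 60%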;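 also: enzyme stimulated by 45 bp dsDNA with ATP and GTP substrates; cGAMP share of summed cGAMP plus half ATP and half GTP signals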
Target sequence (Q8C6L5 whole entry, looked up): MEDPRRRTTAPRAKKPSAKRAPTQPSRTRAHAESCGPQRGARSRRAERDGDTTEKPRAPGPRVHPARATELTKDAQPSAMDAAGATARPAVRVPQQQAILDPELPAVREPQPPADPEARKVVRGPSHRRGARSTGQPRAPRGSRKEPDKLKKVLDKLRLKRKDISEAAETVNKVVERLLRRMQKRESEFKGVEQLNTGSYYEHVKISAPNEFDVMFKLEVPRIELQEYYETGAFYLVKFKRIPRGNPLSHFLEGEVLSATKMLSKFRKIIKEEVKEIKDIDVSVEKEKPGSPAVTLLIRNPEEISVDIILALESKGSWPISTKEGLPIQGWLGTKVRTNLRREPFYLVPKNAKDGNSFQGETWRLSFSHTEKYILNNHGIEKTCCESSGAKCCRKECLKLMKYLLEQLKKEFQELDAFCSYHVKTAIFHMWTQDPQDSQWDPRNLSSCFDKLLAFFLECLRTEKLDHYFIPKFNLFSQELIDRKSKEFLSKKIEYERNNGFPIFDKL
Starred values were filed as active, the others as inactive; & = joins results of further samples.

SMILES	mcGAS RapidFire
CC(Cn1cncn1)NS(=O)(=O)/C=C/c1ccccc1Cl (stereo not given)	-7
Cc1[nH]cnc1-c1nccn1-c1ccc2c(c1)OCO2	-1
Cc1ccc(NC(=O)N2CCN(CCS(C)=O)CC2)cc1Cl (stereo not given)	-4
C[N+]([O-])=Cc1ccc(F)cc1	-12
COC(=O)c1sc2c(c1N)CCC(C(C)(C)C)C2 (stereo not given)	-1
Oc1ccc2oc3c(c2c1CN1CCN(c2ccccc2)CC1)CCCC3	5
Cc1nn(C)c(C)c1NC(=O)CN(C)Cc1ccsc1	-18
CSc1ccc(CN2CCC2(C)C(=O)Nc2cccc(NS(C)(=O)=O)c2)cc1 (stereo not given)	-10
COc1ccc(CCc2nnc(CCC(=O)N3CCN(C)C(c4ccccc4)C3)o2)cc1 (stereo not given)	-3
CC(c1nncn1C)n1cc(-c2ccc3c(c2)Cc2ccccc2-3)nn1 (stereo not given)	-18
Cc1ccc(C)n1-c1sccc1C(=O)NC1CCCNC1=O (stereo not given)	-12
CC(c1ccc(F)cc1)N(C)Cc1nc2ccsc2c(=O)[nH]1 (stereo not given)	-5
O=C(COc1ccc(F)c(Cl)c1)Nn1cnc2ccccc2c1=O	-17
FC(F)(F)c1nnc2c3ccccc3c(-n3cnc4ccccc43)nn12	-23
COc1cc2c(cc1OC)C(=O)NCC(C)(C)O2	-4
Cc1ccc2c(C)c(C(=O)NCCc3nc(C)cc(=O)[nH]3)oc2c1	-6
CC#CC(=O)N1CCC(C(=O)Nc2ccc(Oc3ccccc3)nc2)CC1	0
Cc1nnc(NC(=O)[C@H]2CCCCN2C(=O)OC(C)(C)C)s1	-8
O=c1c2cnc3ncnn3c2ccn1Nc1nc2ccccc2[nH]1	-7
CCOc1ccc(/C=C/C(=O)SCc2ccco2)cc1	2
Nc1nc(-c2ccncc2)cs1	18
CCc1ccc(N2CC(C)Cn3c2nc2c3c(=O)n(CCOC)c(=O)n2C)cc1 (stereo not given)	-4
COc1ccc(O)c(C2CC(=O)Nc3c2ccc(N2CCCC2)c3C)c1 (stereo not given)	-12
CC(=O)N1CCN(C(=O)CNc2ccc(Cl)c(Cl)c2)CC1	-16
CC1CCc2noc(N)c2C1 (stereo not given)	-4
Cc1cc(C)cc(NC(=O)CSc2nc(=O)n3cccc(C)c3n2)c1	-1
COc1ccc(NC(=O)C2CCCN2CCOc2cccc(C#N)c2)cc1 (stereo not given)	-1
O=C(c1ccc(-n2cnnn2)cc1)N1CC[C@@H](c2ccc(F)cc2)[C@H](O)C1	-17
CC(C)NC(=O)C1CCN(C2CCN(C(=O)C3=NNC(=O)CC3)CC2)CC1	1
CN(C)c1ccc(C(N)P(=O)(O)O)cc1 (stereo not given)	-3
COc1ccc(CC2CN(Cc3nccs3)CCO2)cc1 (stereo not given)	-5
O=C(c1ccc(N2CCC(NCCc3cccs3)CC2)cc1)N1CCCC(CO)C1 (stereo not given)	-8
CC(C)CC(=O)N1CCN(C(=O)c2ccccc2Nc2ccccc2)CC1	0
CC(C)n1ccnc1CN1CCC(CNC(=O)c2ccsc2)C1 (stereo not given)	-11
COC(=O)NNCc1cc(=O)[nH]c(=O)[nH]1	-9
CCCCn1c(N)c(CN2CCN(Cc3ccc(Cl)cc3)CC2)c(=O)n(C)c1=O	-10
COc1cccc(-c2nc(-c3c[nH]c4ccccc34)cs2)c1OC	-2
Cc1cc(C)c(CNCc2ccc(CN3CCCC3)cc2)c(C)c1	-5
O=C(NCc1ccc(CN2CCCC2)cc1)c1ccc(C(F)(F)F)[nH]c1=O	-3
Cc1cc(-c2nc(C3(c4ccc(F)cc4)CCOC3)no2)n[nH]1 (stereo not given)	-9
CNC(=O)c1cc(-c2c(F)cccc2OC)ccc1Cl	-3
O=C1Cc2cc(S(=O)(=O)Nc3ccccc3C(=O)N3CCCC3)ccc2N1	-3
NC(=O)c1cnc(NC(=O)c2ccccc2Br)s1	-5
CC(NC=C1CCCCC1=O)C1CC2CCC1C2 (stereo not given)	-8
Cc1ccc2oc(C(=O)OCC(=O)N3CCNC3=O)c(C)c2c1	-8
O=C(Nc1cnc2ccccc2c1)C1CCCN1S(=O)(=O)c1ccc(Cl)cc1 (stereo not given)	6
CC1CN(CC2CN(C)CCO2)CCN1CCOCC(F)(F)F (stereo not given)	-11
Cc1cccc(/C=C/c2nc(-c3cc(C(=O)O)co3)cs2)c1	7
COc1cccc(C2c3[nH]c4ccccc4c3CCN2C(=O)c2cc(C)nn2C)c1OC (stereo not given)	-5
CNc1ncccc1CN1CCN(C(=O)c2ccccc2)CC1	-17
O=C(CC1C=CCC1)N1CCOC(CN2CCOCC2)C1 (stereo not given)	-3
O=C(c1ccc(N2CCCS2(=O)=O)cc1)N1CCN(S(=O)(=O)c2ccccc2F)CC1	-5
O=C1C2=C(N=C3CCCC(=O)C3C2c2cccs2)c2ccccc21 (stereo not given)	-4
CC(C)C(C)N(Cc1ccco1)C(=O)Cc1ccc(O)c(Cl)c1 (stereo not given)	-9
Cc1cc(C)nc(N2CCCC(CCCO)C2)n1 (stereo not given)	-12
Cc1ccc(C(=O)Nc2nnc(CC(C)C)s2)cc1	-3
CCN(CC)C(=O)Cn1cc(C(=O)N2CCN(c3nc4ccccc4s3)CC2)nn1	-2
Cc1nnc(SCC(=O)N2N=C3C(=Cc4ccco4)CCCC3C2c2ccco2)s1 (stereo not given)	-48
O=C(Nc1ccc(SCc2ccccn2)nn1)c1cccs1	-7
N#CCN1C(=O)c2ccccc2S1(=O)=O	-2

Sorted by length of the SMILES (falling): part of the list above.
SMILES	mcGAS RapidFire
O=C(c1ccc(N2CCCS2(=O)=O)cc1)N1CCN(S(=O)(=O)c2ccccc2F)CC1	-5
COc1cccc(C2c3[nH]c4ccccc4c3CCN2C(=O)c2cc(C)nn2C)c1OC (stereo not given)	-5
CCN(CC)C(=O)Cn1cc(C(=O)N2CCN(c3nc4ccccc4s3)CC2)nn1	-2
Cc1nnc(SCC(=O)N2N=C3C(=Cc4ccco4)CCCC3C2c2ccco2)s1 (stereo not given)	-48
O=C(Nc1cnc2ccccc2c1)C1CCCN1S(=O)(=O)c1ccc(Cl)cc1 (stereo not given)	6
O=C1Cc2cc(S(=O)(=O)Nc3ccccc3C(=O)N3CCCC3)ccc2N1	-3
Cc1cc(-c2nc(C3(c4ccc(F)cc4)CCOC3)no2)n[nH]1 (stereo not given)	-9
O=C1C2=C(N=C3CCCC(=O)C3C2c2cccs2)c2ccccc21 (stereo not given)	-4
CC(C)C(C)N(Cc1ccco1)C(=O)Cc1ccc(O)c(Cl)c1 (stereo not given)	-9
Cc1ccc2oc(C(=O)OCC(=O)N3CCNC3=O)c(C)c2c1	-8
CC1CN(CC2CN(C)CCO2)CCN1CCOCC(F)(F)F (stereo not given)	-11
CNc1ncccc1CN1CCN(C(=O)c2ccccc2)CC1	-17
O=C(CC1C=CCC1)N1CCOC(CN2CCOCC2)C1 (stereo not given)	-3
Cc1ccc(C(=O)Nc2nnc(CC(C)C)s2)cc1	-3
NC(=O)c1cnc(NC(=O)c2ccccc2Br)s1	-5
CC(NC=C1CCCCC1=O)C1CC2CCC1C2 (stereo not given)	-8
N#CCN1C(=O)c2ccccc2S1(=O)=O	-2

Next section:
SMILES	mcGAS RapidFire
Cn1c(Cn2c(=O)sc3ccccc32)nnc1SCc1cccnc1	7
CCS(=O)C1CCCCC1NC(=O)C1COc2ccccc2C1 (stereo not given)	-5
CCN(C(=O)CN1CCN(C)c2ccc(F)cc21)C1CCCCC1	-9
O=c1[nH]c(CSc2nnnn2C2CCCC2)nc2ccccc12	-9
CCCC(=O)N1CCC(N2CCN(c3ccnc(SC)n3)CC2)CC1	-13
O=C(c1cn(C2CCCCCC2)nn1)N1CCC(Oc2cccnc2)CC1	3
Cc1nc(CNC2CCN(c3cccc(C)c3C)CC2)cs1	-4
CC(=O)Oc1c(Br)cc2oc(=O)sc2c1Br	-6
CC(Sc1nnc(-c2ccccc2Cl)n1C)C(=O)NC1CCCC1 (stereo not given)	-3
Oc1c(F)cccc1CN1CC[C@@H](c2ccc3ccccc3c2)[C@H](O)C1	-23
O=C(NN=Cc1ccccc1Cl)c1cc(-c2ccccc2)n[nH]1	-7
CCOc1ccc(Cl)c(C(=O)Nc2ccc3c(c2)CCCN3C)n1	-9
CC1CN(c2ccccc2)CCN1C(=O)c1cc(-c2ccncc2)n[nH]1 (stereo not given)	-12
CCCCOCCCNC(=O)c1ccc(Cl)cc1Cl	-5
CN(C)C(=O)c1cnc(N2CCN(CCO)CC2)c(Cl)c1	-7
O=C1CC2(CCN(C(=O)/C=C(/C(=O)N3CCC4(CC3)CC(=O)c3cc(F)ccc3O4)c3ccccc3)CC2)Oc2ccc(F)cc21	2
CC(C)Oc1ccc(C(=O)NCCS(=O)(=O)N2CCc3ccccc3C2)cc1	2
Cc1nnc(NC(=O)c2ccc3c(c2)ncn3-c2ccccc2)s1	-1
CC(C)c1ccsc1C(=O)N(CCC(N)=O)c1ccccc1	-3
COc1ccccc1Oc1ncccc1CNc1nc(C)ncc1C	-26
CN1N=C(C(=O)N2CCOC(Cc3cccc4ccccc34)C2)CCC1=O (stereo not given)	-12
COC(=O)[C@@H](NC(=O)c1nc(C)n2c1CCCC2)C(C)(C)C	-11
C#CCN(Cc1ccc(F)cc1)C(=O)c1ccnc(N(C)C)c1	-6
Cc1cc(C)c(Nc2n[nH]c(=S)s2)c(Cl)c1	10
CCC(C)Nc1nc2c(c(=O)n(C)c(=O)n2C)n1Cc1ccccc1 (stereo not given)	0
CN(CCOc1ccccc1)C(=O)c1cc(Br)ccc1O	1
CCOC(=O)C1(Cc2ccccc2C)CCCN(C(=O)c2ccc3nc(C)[nH]c3c2)C1 (stereo not given)	-5
COc1ccc(C(=O)NCCn2ncccc2=O)cc1OC	0
Nc1ccc(S(=O)(=O)Nc2ccc(Cl)cc2)cc1	0
O=C(NCCCN1CCCC1)C1CCC(=O)N1C1CCCC1 (stereo not given)	-3
S=c1nc(-c2ccccc2Br)[nH][nH]1	-8
CC1ON=C(c2ccco2)N(C)C1=O (stereo not given)	0
COc1ccc(C=C(C#N)C(N)=S)cc1OC	-4
COCCNC(=O)C1CCCN(C2CCN(Cc3snnc3C)CC2)C1 (stereo not given)	-8
COCc1noc(CCNc2nc(-c3ccccc3)nc3c2CCNC3)n1	-16
CNS(=O)(=O)c1ccc(CCC(=O)N(C)C2CCS(=O)(=O)C2)cc1 (stereo not given)	-26
CN(C)C(=O)c1ccccc1C(=O)Nc1ccc(Br)cc1	-7
COc1ccc2[nH]c(C(=O)NCc3cccnc3N(C)C)c(C)c2c1	-15
COc1cc(C)c(C(C)C)cc1S(=O)(=O)NC1CC(C)(C)NC(C)(C)C1	-12
CN(CCC1(O)CCCC1)C(=O)c1ncn[nH]1	-20
CC(Sc1nnnn1C(C)C)C(=O)Nc1ccccc1 (stereo not given)	-3
CCCN(CCC)C1=CC(=O)C(C)=C(C)C1=O	5
Cc1ccsc1S(=O)(=O)N1CCc2c(nc(N(C)C)[nH]c2=O)C1	-13
CCOC(=O)c1nn(-c2ccccc2C)c(=O)cc1OCC(=O)Nc1ccc(C)c(F)c1	-5
CCc1cc2c(=O)n(NC(=O)CC3CC4CCC3C4)cnc2s1 (stereo not given)	4
O=C(CCC(=O)N1CCOC2(CNCCOC2)C1)NC1CCCC1 (stereo not given)	-18
CCc1nccn1CCC(=O)N1CCC(Cc2nncn2-c2ccccc2)CC1	-16
CCCc1nnc2n1N=CCS2	-1
CCc1ccccc1-c1nccc(NC)n1	-18
CC1(C(=O)NCC2CCCCC2)CCN1CCc1ccccc1 (stereo not given)	-5
NCC(CO)Cc1ccccc1F (stereo not given)	-4
NS(=O)(=O)c1ccc(NC(NC(=O)c2ccco2)C(=O)c2ccc(Cl)cc2)cc1 (stereo not given)	-9
Cc1cccc(C(=O)Nc2cccc(N3CCC(C(N)=O)CC3)c2)c1	-13
Cc1ccc(-c2ccc(=O)n(Cc3cccc(F)c3)n2)cc1	-10
CCNS(=O)(=O)c1ccc(C)c(C(=O)N(CCC#N)Cc2ccco2)c1	-4
O=C(CSc1nn2c(-c3ccccc3Br)nnc2s1)Nc1cccc(Cl)c1	-8
COC(=O)c1ccc(C)c(OC(C)C(=O)NC2CCS(=O)(=O)C2)c1 (stereo not given)	-7
Nc1nn(C(=O)CC2CCCO2)cc1-c1cccc(Cl)c1 (stereo not given)	-10
CC(Sc1ccccn1)C(=O)N1CCOC2CCCCC21 (stereo not given)	-1
CCCCc1ccc(NC(=O)c2cc(=O)c(OC)cn2C)cc1	-3

(cont.)
SMILES	mcGAS RapidFire
CN(C)C(=O)CSc1nnc(-c2ccc(Cl)cc2)n1C	-1
CCN(Cc1nccn1C)c1ccc(-c2nc(C(C)C)no2)cn1	-6
Cc1ccccc1Cn1c(=O)c2c(nc3n(CCN(C)C)c(C)cn23)n(C)c1=O	-5
CCC1(O)CCCN(Cc2nc(-c3cc(OC)c4c(c3)OCO4)oc2C)C1 (stereo not given)	-16
CON(C)C(=O)c1cc(-c2ccccn2)n[nH]1	-11
O=c1oc(-c2ccc(F)cc2)nn1CN1CCCC2CCCCC21 (stereo not given)	-5
O=C(NCCCOCc1ccccc1)c1cc(Cl)c[nH]1	-12
COC(=O)CCS(=O)(=O)c1ccc(Cc2ccc(S(=O)(=O)CCC(=O)OC)cc2)cc1	1
NC(CSCSCC(N)C(=O)O)C(=O)O (stereo not given)	-9
Cc1ccc(CN(C)CCC(N)=O)c(C)c1	-15
CC(C)Cn1c(CN2CC(C)CC(C)C2)nc2c1c(=O)n(C)c(=O)n2C (stereo not given)	0
O=C(Nc1ccccc1)NC1CCN(C(=O)c2cc(Cl)ccc2O)CC1	8
CCn1c(CC2CCN(C(=O)c3cccc(-n4cccn4)c3)CC2)nn(C)c1=O	-30
CC(C)(C)OC(=O)N1CCCC(C(=O)NC(CN2CCOCC2)c2ccccc2)C1 (stereo not given)	-7
Cc1ncsc1CCC(=O)N(C)Cc1cc(-c2ccccc2)on1	-34
O=C1NCCCCC1SCc1noc(-c2ccc(Cl)cc2)n1 (stereo not given)	-8&-6

These rows are one share of the data; count on the stated rates, not on these rows.
